Compound activity from PubChem.
H37Rv inhibition: M. tuberculosis growth inhibition, HTS (AID 449762). M. tuberculosis H37Rv growth inhibition, 7H9 media; higher % means a stronger effect. hit rate 0.59% among 330,000. one-dose inhibition, % at 25 µM; IC50 in µM for titrated hits; in the data active means a potency from the dose series; inconclusive means inhibition above about 70% without an active follow-up result;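 further: bacterial growth assessed after seven days of incubation; strong numbers were not always called active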
Salmonella PhoP GFP: PhoP regulon inhibitors, Salmonella typhi PhoP promoter GFP reporter, confirmatory (AID 1850); Salmonella Typhi PhoP-promoter GFP reporter, fluorescence, 4 h; higher % means a stronger effect; inhibition, % at 50 µM, or IC50 in µM where a hit was titrated; hit rate 0.33% among 310,000; in the data active means a potency from the dose series; inconclusive means inhibition mostly from about 25% at the one dose, without a potency; inactive means the rest, 99 in 100 with inhibition below about 19%;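 further: 0% = induced wells with vehicle and 100% = uninduced wells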
influenza NS1A: H1N1 influenza NS1A inhibitors, functional cell based assay (AID 504329); NS1A functional cell-based assay, percent inhibition; higher % means a stronger effect; inhibition, % at 12.5 µM, or IC50 in µM where a hit was titrated; hit rate 0.3% among 340,000; in the data active means a potency from the dose series; inconclusive means inhibition above about 27% without an active follow-up result; further: strong numbers were not always called active
tuberculosis growth: growth inhibition of non-replicating M. tuberculosis (AID 488890); hit rate 0.39% among 320,000; inhibition, % at 25 µM; hits with a dose series show IC50 in µM; Mycobacterium tuberculosis non-replicating, growth inhibition; higher % means a stronger effect; in the data active means a potency from the dose series; inconclusive means inhibition mostly from about 82% at the one dose, without a potency; inactive means the rest, 99 in 100 with inhibition below about 76%;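 further: plate controls were DMSO cells for no effect and high antibiotic wells for full effect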
VEEV TC-83 Vero: inhibitors of VEEV TC-83 cytopathic effect, confirmation, Vero cells (AID 588727); hit rate 0.13% among 350,000; Vero cells, VEEV TC-83 cytopathic effect inhibition; higher % means a stronger effect; one-dose inhibition, % at 20 µM; IC50 in µM for titrated hits; in the data active means a potency from the dose series; inconclusive means inhibition mostly from about 14% at the one dose, without a potency; inactive means the rest, 99 in 100 with inhibition below about 12%; further: strong numbers were not always called active
VEEV TC-83 Vero 10K pilot screen: further read-out of VEEV TC-83 Vero, marked with its call; inhibition, %; measured here: 10K pilot screen inhibition
Starred values were filed as active, the others as inactive; i = inactive; ? = inconclusive; / = not tested or not shown.

SMILES	H37Rv inhibition	Salmonella PhoP GFP	influenza NS1A	tuberculosis growth	VEEV TC-83 Vero	others
CC(C)(C)NC(=S)NCc1ccncc1	0%	-10%	5%	-18%	0.3%
Cc1nc2c(n1O)CCC/C2=N\O	1%	8%	-7%	-3%	0.7%
CCCc1c(OCCCCc2nn[nH]n2)ccc(C(C)=O)c1O	16%	-9%	-4%	31%	0.8%
CCN(c1ccc(OC)cc1)S(=O)(=O)N1CCCC(C(=O)NCc2ccccc2Br)C1 (stereo not drawn)	8%	5%	-1%	38%	6.1%
Cc1ccc(S(=O)(=O)N2CCN(C(=O)c3cc4c(s3)CCCC4)CC2)cc1	-5%	/	-17%	-4%	i
O=C(c1ccc(Cl)cc1)N1CCC(c2nc(-c3cccs3)no2)CC1	5%	-9%	5%	23%	1.5%
CN1CCN(C2=CC3=CC(=C(C#N)C#N)CCC3CC2)CC1 (stereo not drawn)	/	/	-1%	/	0.6%
COc1ccc(OCC(O)CN2C(=O)c3ccccc3C2=O)cc1 (stereo not drawn)	-2%	8%	-2%	-2%	i
Cc1ccccc1NC(=O)Cc1nc(COC(=O)c2cccc(C)c2O)cs1	-25%	-4%	-6%	35%	1.1%
COc1ccc(CCN(Cc2nc3ccccc3c(=O)[nH]2)C(=O)c2ccco2)cc1OC	-3%	0%	11%	8%	1.6%
O=S(=O)(Nc1cccc2ccccc12)N1CCCC1	1%	17%	-6%	12%	0.1%
COc1ccc(N2CCN(Cc3csc(C)c3-c3ccc(C)cc3)CC2)cc1	57%	2%	-1%	22%	i
O=C(COC(=O)C1CC2C=CC1C2)Nc1c(Br)cc([N+](=O)[O-])cc1Br (stereo not drawn)	4%	/	6%	-8%	i
CSc1cccc(NC(=S)NN(C)C)c1	?	-5%	-26%	?	1.2%
N#CC1=C(S)N(c2ccc(F)cc2)C(c2cccs2)NC1=O (stereo not drawn)	/	/	-9%	/	4.2%
Fc1c(F)c(F)c(N=Cc2ccc3ncccc3c2)c(F)c1F	-3%	-4%	3%	12%	i
CC12CCC(=O)N1C(C(=O)N1CCN(S(=O)(=O)c3cccc(C(F)(F)F)c3)CC1)CS2 (stereo not drawn)	2%	7%	10%	-1%	1.1%
O=C(NC1CCCC1)C(c1ccncc1)N(C(=O)Cn1nnc(-c2ccccc2F)n1)c1cccc(F)c1 (stereo not drawn)	3%	-27%	5%	-5%	i
CC(C)N(Cc1ccccc1)CC(O)COc1ccc(S(=O)(=O)N2CCOCC2)cc1Cl (stereo not drawn)	1%	3%	-6%	4%	3.5%
Cc1noc(N)c1C(=O)Nc1ccc(F)c(Cl)c1	-1%	-10%	9%	-2%	0.5%

Random excerpt: 3 records from the list.
SMILES	H37Rv inhibition	Salmonella PhoP GFP	influenza NS1A	tuberculosis growth	VEEV TC-83 Vero	others
O=C(NC1CCCC1)C(c1ccncc1)N(C(=O)Cn1nnc(-c2ccccc2F)n1)c1cccc(F)c1 (stereo not drawn)	3%	-27%	5%	-5%	i
Cc1nc2c(n1O)CCC/C2=N\O	1%	8%	-7%	-3%	0.7%
COc1ccc(N2CCN(Cc3csc(C)c3-c3ccc(C)cc3)CC2)cc1	57%	2%	-1%	22%	i

(more compounds)
SMILES	H37Rv inhibition	Salmonella PhoP GFP	influenza NS1A	tuberculosis growth	VEEV TC-83 Vero	others
Cc1cc(C(=O)NNC(=O)Cc2ccc(Cl)c(Cl)c2)c(C)o1	/	/	-4%	/	5.0%
O=S(=O)(Nc1ccc(Br)cn1)c1ccc2ccccc2c1	0%	-7%	-13%	9%	i
O=C(Cc1ccccc1)NCC(=O)OCC(=O)c1ccccc1Cl	7%	-12%	-1%	1%	0.9%
CCOC(=O)c1nn(-c2cccc(C)c2)c2nnc(Cc3ccc(C)cc3)c(=O)n12	0%	-24%	-7%	-8%	0.5%
CCOc1cc(C2NC(=O)NC(C)=C2C(=O)NCc2ccccc2)c(Cl)cc1O (stereo not drawn)	-6%	5%	0%	0%	i
COC(=O)c1cc(OC)c(OCc2cc(C(=O)OC)oc2C)c(OC)c1	3%	4%	-15%	7%	0.1%
COc1ccc(CCN=c2c([N+](=O)[O-])nn(-c3cccc(C)c3)n2O)cc1OC	6%	6%	5%	32%	i
COc1ccc(NC(=O)COC(=O)Cc2ccc(Br)cc2)cc1	39%	-2%	6%	?	0.2%
c1ccc(CSc2nnc3c(n2)OC(c2ccco2)Nc2ccccc2-3)cc1 (stereo not drawn)	0%	7%	-4%	-10%	0.6%
C#CCOCCOCCOCCNc1nc(N2CCN(C(=O)[C@H](CCCCN)n3cc(CCCC)nn3)CC2)nc(N2CCN(C(=O)[C@H](Cc3ccc(O)cc3)n3cc(CCO)nn3)CC2)n1	-10%	3%	3%	25%	1.1%
COC(=O)C(Cc1c[nH]c2ccccc12)NC(=O)c1cc(-c2ccc(OC)c(OC)c2)oc1C (stereo not drawn)	8%	4%	23%	28%	8.6%
O=C(OC1CCN(c2ncc(C(F)(F)F)cc2Cl)CC1)c1ccc(Cl)cc1	2%	-5%	-7%	57%	1.7%
Cc1ccccc1NC(=O)C(NC1CCCCC1)C(C)C (stereo not drawn)	11%	-25%	-3%	12%	0.3%
COc1cccc(-n2c(=O)c3c(C)c(C(=O)N(C)C)sc3n(CC(=O)NCCc3ccc(OC)c(OC)c3)c2=O)c1	0%	-9%	-1%	-18%	0.1%
Cc1cc(NC(=O)c2cccc([N+](=O)[O-])c2)n(-c2ccccc2)n1	-1%	0%	1%	-5%	0.5%
O=C(NCc1n[nH]c(=S)n1-c1ccc(Cl)c(Cl)c1)c1ccc(S(=O)(=O)N2CCOCC2)cc1	2%	-8%	-7%	-30%	0.9%
COc1ccc(NC(=S)N(CCCN2CCCC2)Cc2ccco2)cc1	-3%	-6%	10%	2%	1.5%
N=C1C(c2nc3ccccc3[nH]2)=C(O)CN1NC(=O)c1c[nH]c2ccccc12	14µM*	-20%	-7%	-39%	2.1%
CCCCC(C)n1[nH]c(=O)cc1N (stereo not drawn)	-2%	-12%	7%	7%	0.8%
Cc1cccc(NC(=O)c2ccccc2SCc2ccc(F)cc2)n1	4%	/	-5%	43%	7.4%

18 entries out of the list, sorted by SMILES length, ascending:
SMILES	H37Rv inhibition	Salmonella PhoP GFP	influenza NS1A	tuberculosis growth	VEEV TC-83 Vero	others
CCCCC(C)n1[nH]c(=O)cc1N (stereo not drawn)	-2%	-12%	7%	7%	0.8%
Cc1noc(N)c1C(=O)Nc1ccc(F)c(Cl)c1	-1%	-10%	9%	-2%	0.5%
O=S(=O)(Nc1ccc(Br)cn1)c1ccc2ccccc2c1	0%	-7%	-13%	9%	i
Cc1cccc(NC(=O)c2ccccc2SCc2ccc(F)cc2)n1	4%	/	-5%	43%	7.4%
COc1ccc(NC(=S)N(CCCN2CCCC2)Cc2ccco2)cc1	-3%	-6%	10%	2%	1.5%
Cc1cc(C(=O)NNC(=O)Cc2ccc(Cl)c(Cl)c2)c(C)o1	/	/	-4%	/	5.0%
COC(=O)c1cc(OC)c(OCc2cc(C(=O)OC)oc2C)c(OC)c1	3%	4%	-15%	7%	0.1%
c1ccc(CSc2nnc3c(n2)OC(c2ccco2)Nc2ccccc2-3)cc1 (stereo not drawn)	0%	7%	-4%	-10%	0.6%
O=C(OC1CCN(c2ncc(C(F)(F)F)cc2Cl)CC1)c1ccc(Cl)cc1	2%	-5%	-7%	57%	1.7%
CCOc1cc(C2NC(=O)NC(C)=C2C(=O)NCc2ccccc2)c(Cl)cc1O (stereo not drawn)	-6%	5%	0%	0%	i
CCOC(=O)c1nn(-c2cccc(C)c2)c2nnc(Cc3ccc(C)cc3)c(=O)n12	0%	-24%	-7%	-8%	0.5%
COc1ccc(CCN=c2c([N+](=O)[O-])nn(-c3cccc(C)c3)n2O)cc1OC	6%	6%	5%	32%	i
COC(=O)C(Cc1c[nH]c2ccccc12)NC(=O)c1cc(-c2ccc(OC)c(OC)c2)oc1C (stereo not drawn)	8%	4%	23%	28%	8.6%
CC12CCC(=O)N1C(C(=O)N1CCN(S(=O)(=O)c3cccc(C(F)(F)F)c3)CC1)CS2 (stereo not drawn)	2%	7%	10%	-1%	1.1%
O=C(NC1CCCC1)C(c1ccncc1)N(C(=O)Cn1nnc(-c2ccccc2F)n1)c1cccc(F)c1 (stereo not drawn)	3%	-27%	5%	-5%	i
O=C(NCc1n[nH]c(=S)n1-c1ccc(Cl)c(Cl)c1)c1ccc(S(=O)(=O)N2CCOCC2)cc1	2%	-8%	-7%	-30%	0.9%
COc1cccc(-n2c(=O)c3c(C)c(C(=O)N(C)C)sc3n(CC(=O)NCCc3ccc(OC)c(OC)c3)c2=O)c1	0%	-9%	-1%	-18%	0.1%
C#CCOCCOCCOCCNc1nc(N2CCN(C(=O)[C@H](CCCCN)n3cc(CCCC)nn3)CC2)nc(N2CCN(C(=O)[C@H](Cc3ccc(O)cc3)n3cc(CCO)nn3)CC2)n1	-10%	3%	3%	25%	1.1%

Additional structures follow:
SMILES	H37Rv inhibition	Salmonella PhoP GFP	influenza NS1A	tuberculosis growth	VEEV TC-83 Vero	others
Cc1ccccc1OC1=NS(=O)(=O)c2ccccc21	-5%	2%	0%	-8%	1.5%
Cc1ccc(Sc2nc3c(c(=O)[nH]c(=O)n3C)n2CCc2ccccc2)cc1	0%	8%	28%	/	1.6%
CCOC(=O)c1c(C)c(C(=O)NCc2cccs2)c(C)n1CC	-6%	-5%	-1%	-7%	i	VEEV TC-83 Vero 10K pilot screen=0.0
CCC(C(=O)N1CCN(Cc2ccc3c(c2)OCO3)CC1)n1c(=O)[nH]c2ccccc2c1=O (stereo not drawn)	-3%	0%	5%	20%	i
O=C(Nc1cccc(OC(=O)c2ccc(Br)o2)c1)c1ccccc1	-3%	-4%	18%	?	0.9%
Cc1ccc(C)n1-c1ccc(-c2ccn[nH]2)cc1	56%	-8%	10%	20%	3.0%
CCOC(=O)c1cn[nH]c1C(F)(F)F	-1%	-4%	/	-20%	0.4%
Cn1c(O)c(C=Nc2ccccc2Sc2ccccc2)c(=O)n(C)c1=O	-8%	-7%	-7%	-18%	2.3%
Cc1cccc(NC(=O)NC2(C)CCS(=O)(=O)C2)c1 (stereo not drawn)	0%	-16%	5%	-17%	0.6%
CC(=O)Nc1ccc(S(=O)(=O)NNC(=O)C2CCCCC2)cc1	-16%	-8%	15%	-6%	1.8%
CCCCNC(=O)Nc1c(C(=O)OC)[nH]c2ccc(C)cc12	-1%	-11%	0%	10%	5.0%
CN(CC(=O)Nc1cccc(F)c1)C(=O)c1cccnc1Sc1ccc(Cl)cc1	-6%	7%	-4%	11%	6.4%
CCOC(=O)c1ccc(NC(=O)c2ccccc2[N+](=O)[O-])cc1	7%	16%	7%	-1%	0.2%
CCOc1ccccc1N(C(=O)c1snc(C(N)=O)c1N)C(C(=O)NC1CCCC1)c1cccs1 (stereo not drawn)	53%	2%	-10%	?	2.0%
CCc1ccc(N(C(=O)c2snc(C(N)=O)c2N)C(C(=O)NC2CCCC2)c2ccco2)cc1 (stereo not drawn)	6%	10%	-1%	29%	13%
O=C(CNCc1cccs1)Nc1ccc(S(=O)(=O)N2CCCCC2)cc1	-3%	14%	4%	8%	1.0%
Cc1ccc(C(=O)Oc2cc(C)[nH]c(=O)c2[N+](=O)[O-])cc1	1%	-3%	7%	-6%	0.7%
S=C(NCc1cccs1)NCC1CCCO1 (stereo not drawn)	/	/	-5%	/	i
C/C(=N\N1CCN(Cc2ccc(C)cc2)CC1)c1ccco1	-9%	-3%	6%	-6%	0.2%
COc1cccc(NC(=O)Cn2nc(Cc3cccnc3)c3ccccc3c2=O)c1	1%	-3%	4%	29%	0.2%	VEEV TC-83 Vero 10K pilot screen=0.8
Cc1ccc(S(=O)(=O)NCCC(=O)NCc2ccco2)cc1	0%	2%	0%	0%	i
CSc1ccccc1NC(=O)COC(=O)Cc1cccs1	3%	1%	-2%	15%	i	VEEV TC-83 Vero 10K pilot screen=1.6
CCOC(=O)Cc1csc(NC(=O)CN2C(=O)c3ccccc3S2(=O)=O)n1	0%	-17%	1%	-20%	5.6%
Cc1cccc(NC(=O)CCn2ccnc2C)c1	-1%	-2%	-1%	6%	1.4%
COc1ccc(S(=O)(=O)N(C)C[C@H]2Oc3ccc(NC(=O)C4CC4)cc3C(=O)N([C@H](C)CO)C[C@@H]2C)cc1	-5%	/	4%	12%	0.8%
CC1(OC(=O)C2CCCC2)C(=O)C=C2C=C(c3ccsc3)N(Cc3ccco3)C=C2C1=O (stereo not drawn)	-8%	10%	4%	14%	0.9%	VEEV TC-83 Vero 10K pilot screen=0.0
Cc1ccc(N2C(=O)N3[C@@H]4c5ccccc5OC[C@@H]4[C@@H](c4ccccc4)[C@@]3(C)C2=O)cc1	11%	/	4%	50%	i
COc1cccc(COC(=O)c2sc3nc4n(c(=O)c3c2C)CCC4)c1OC	?	2%	-9%	2.5µM*	4.1%
